APE1 inh: inhibitors of human APE1 endonuclease; P27695; Potency, µM (series often up to 65.8 µM), without a hit: at the top dose activity change, negative = inhibition, most hits filed as inhibitors; 0.35% of 350,000 active; recombinant APE1, TAMRA/BHQ-2 abasic DNA cleavage fluorescence; AID 2517;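 also: potency is read from the fitted curve at half-maximal effect; plate controls were vehicle for no effect and reference inhibitor for full effect; nearly all actives have a fitted effect of over 55% in size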
Target sequence (P27695 whole entry, looked up): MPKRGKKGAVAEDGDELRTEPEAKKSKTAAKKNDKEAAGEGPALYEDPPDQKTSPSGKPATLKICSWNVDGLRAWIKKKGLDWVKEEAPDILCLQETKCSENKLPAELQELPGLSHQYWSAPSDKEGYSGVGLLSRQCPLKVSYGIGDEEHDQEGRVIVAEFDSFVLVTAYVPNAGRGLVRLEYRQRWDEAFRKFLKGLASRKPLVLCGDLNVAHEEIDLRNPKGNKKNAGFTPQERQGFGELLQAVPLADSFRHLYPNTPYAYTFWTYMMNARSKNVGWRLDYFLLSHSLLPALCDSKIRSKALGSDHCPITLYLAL
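0.75 nM APE1 + cpd, 15 min RT; start w/ 50 nM TAMRA/BHQ-2 THF-abasic dsDNA; kinetic fluor 525/598 nm ×3 reads @60 s; Δ(read3−read1); normalized to DMSO and NSC13755 control wells.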
BLM helicase inh: Bloom syndrome helicase (human) inhibition | P54132 | recombinant BLM DNA unwinding, fluorescence dequenching | Potency, µM (doses to about 56.1 µM), inactives show top-dose activity change, negative = inhibition, most hits filed as inhibitors | 0.2% of 350,000 active | AID 2528;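 also: potency is read from the fitted curve at half-maximal effect; plate controls were vehicle for no effect and no enzyme for full effect; nearly all actives have a fitted effect of over 35% in size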
PGK inhibitor: T. brucei PGK inhibition; Potency, µM (series often up to 57.5 µM), inactives show at the highest dose activity change, negative = inhibition, actives largely listed as inhibitors; PGK/GAPDH coupled, Kinase-Glo luminescence, 60 min; AID 602233; P07378; 0.043% of 380,000 active; also: potency is read from the fitted curve at half-maximal effect; % is scaled to controls: 0 for no effect and ±100 for the full control effect; nearly all actives have a fitted effect of over 60% in size
Target sequence (P07378 whole entry, looked up): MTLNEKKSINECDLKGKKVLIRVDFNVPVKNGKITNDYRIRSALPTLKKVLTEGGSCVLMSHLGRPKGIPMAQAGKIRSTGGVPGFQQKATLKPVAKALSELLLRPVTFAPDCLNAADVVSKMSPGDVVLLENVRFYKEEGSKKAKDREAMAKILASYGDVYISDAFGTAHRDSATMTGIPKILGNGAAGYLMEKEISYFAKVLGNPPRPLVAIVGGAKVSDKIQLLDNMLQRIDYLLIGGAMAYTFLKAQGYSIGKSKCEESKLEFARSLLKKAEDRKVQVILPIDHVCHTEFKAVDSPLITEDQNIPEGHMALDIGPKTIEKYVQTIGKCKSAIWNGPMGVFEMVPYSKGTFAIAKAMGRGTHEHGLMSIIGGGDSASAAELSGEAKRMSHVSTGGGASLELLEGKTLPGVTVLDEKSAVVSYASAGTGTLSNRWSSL
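Recombinant glycosomal PGK reaction used 1,3-bisphosphoglycerate generated in-well by GAPDH (100nM final) in 100mM TEA pH 7.6, 5mM MgCl2, 0.01% Tween-20. After 60 minutes at room temperature, ATP was read by Kinase-Glo Plus luminescence end-point.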
Pol kappa inh: DNA polymerase kappa (human) inhibition | Q9UBT6 | purified Pol kappa, fluorescent DNA synthesis assay, 10 min | 0.53% of 400,000 active | Potency, µM (series often up to 107 µM), for inactives: at the highest dose activity, negative = inhibition, usual class: inhibitors; also: potency is read from the fitted curve at half-maximal effect; % is scaled to controls: 0 for no effect and ±100 for the full control effect
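First, compounds were pin-transferred onto 10 nM Pol kappa. After 15 min at room temperature, substrate was added to 50 nM final. Fluorescence was then measured kinetically at 0 and 10 min.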
RXFP1 antagonist: RXFP1 (human) relaxin receptor antagonism. AID 1259400. HEK293-RXFP1, relaxin-stimulated cAMP HTRF, 30 min; hits give low values. activity change, negative = inhibition, % at 57.5 µM. 0.59% of 350,000 active;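 active = activity change of -60% or lower, but not beyond a set lower limit; inconclusive = change between -60% and -40%, or beyond the set limit; inactive = change above -40%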; also: % is scaled to controls: 0 for no effect and ±100 for the full control effect
POLI inh: inhibitors of human DNA polymerase iota. Pol iota fluorescent replication assay, 10 min. 1% of 390,000 active. AID 588590. Potency, µM (highest dose often 115 µM), for inactives: top-dose activity, negative = inhibition, hits mostly inhibitors; also: potency is read from the fitted curve at half-maximal effect
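Pol iota at 10 nM preincubated 15 min with compounds at room temperature; reaction started with fluorescent substrate, 50 nM final. Fluorescence read kinetically at 0 and 10 min; buffer-only wells as negative control.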
POLH inh: inhibitors of human DNA polymerase eta; 1.2% of 390,000 active; AID 588591; recombinant Pol eta, fluorescent DNA replication assay; Q9Y253; Potency, µM (series often up to 114 µM), for inactives: at the top dose activity change, negative = inhibition, actives largely listed as inhibitors; also: potency is read from the fitted curve at half-maximal effect; % is scaled to controls: 0 for no effect and ±100 for the full control effect
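Fluorescent replication assay: 50 nM final substrate added after a 15 min room-temperature compound preincubation with 10 nM enzyme. Signal taken at 0 min and again at 10 min.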
POLB inh: blocks human DNA polymerase beta activity; 1.3% of 340,000 active; Potency, µM (highest dose often 114 µM), without a hit: at the highest dose activity change, negative = inhibition, usual class: inhibitors; P06746; Pol beta primer extension/strand displacement, fluorescence kinetic; AID 485314; also: potency is read from the fitted curve at half-maximal effect; % is scaled to controls: 0 for no effect and ±100 for the full control effect
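Kinetic readout of DNA synthesis with strand displacement by Pol beta. Compound and 10 nM enzyme sit 15 min at room temperature; 50 nM substrate starts the reaction, read immediately and at 10 min.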
Apoferritin bind: candidate novel general anesthetic via apoferritin binding. apoferritin/1-aminoanthracene competitive binding, fluorescence. Potency, µM (doses to about 77.5 µM), for inactives: top-dose activity change, negative = displacement, actives largely listed as inhibitors. P02791. 0.074% of 350,000 active; also: potency is read from the fitted curve at half-maximal effect; % is scaled to controls: 0 for no effect and ±100 for the full control effect; nearly all actives have a fitted effect of over 20% in size
Target sequence (P02791 2-175 limits assumed): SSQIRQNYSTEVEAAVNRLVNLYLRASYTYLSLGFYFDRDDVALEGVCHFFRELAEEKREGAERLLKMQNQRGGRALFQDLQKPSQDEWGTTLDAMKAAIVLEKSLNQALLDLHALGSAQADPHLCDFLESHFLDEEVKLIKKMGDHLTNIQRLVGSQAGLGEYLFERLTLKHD
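In PBS, apoferritin at 10 uM is loaded with 1-AMA from a 50% saturated solution. After 10 min of compound exposure at ambient temperature, reduced 535 nm fluorescence indicates probe displacement.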
Numbers without * were called inactive; i = inactive; ? = inconclusive; . = no result given; & = joins results of further samples; [ ] = remark or other dose. Unless noted, calls follow the shape of the dose curve; as a rule, active = well fitted curve in the direction sought with a large enough effect; inconclusive = small, poorly fitted or top-dose-only effect, or another doubt; inactive = no such curve, though single readings can be large; an effect the other way counts as inactive or inconclusive.

SMILES	APE1 inh	BLM helicase inh	PGK inhibitor	Pol kappa inh	RXFP1 antagonist	POLI inh	POLH inh	POLB inh	Apoferritin bind
CCN1CCN(C(=O)C2CCN(S(=O)(=O)c3ccc(Br)cc3)CC2)CC1	29%	-3%	3%	-7%	1	3%	-11%	20%	-6%
Cc1ccc2nc(-c3cccc(NC(=O)c4ccc(Br)o4)c3)oc2c1	.	-5%	13%	0%	.	-4%	-18%	0%	-7%
Cc1ccc(NC(=O)COC(=O)c2cc(Cl)cc(Cl)c2)c(Br)c1	3%	-1%	-3%	-19%	7	12%	-9%	17%	-1%
Cc1ccccc1N(C(=O)c1snc(C(N)=O)c1N)C(C(=O)NCC1CCCO1)c1ccc(F)cc1 (stereo not given)	-6%	-6%	2%	2%	-90*	140%[activator]	-18%	0%	3%
O=C(Nc1ccc(F)cc1)NC1CCCc2ccccc21 (stereo not given)	34%	1%	i	4%	2	21%	-5%	-1%	-3%
CCN1CCN(Cc2c(O)ccc3c(C)c(-c4ccc(OC)cc4)c(=O)oc23)CC1	.	-4%	1%	-14%[60.1 µM]	0	1%	-17%	7%	37%[activator]
CC1CN(c2ccc(NC(=O)c3ccco3)cc2C(=O)O)CC(C)O1 (stereo not given)	-1%	-6%	-8%	3%	-3	8%	-22%	7%	-2%
O=C(NCc1ccccc1)c1ncn(Cc2ccccc2)c1C(=O)NCc1ccccc1	4%	.	-5%	-1%	.	39%	-25%	.	.
CC1(C)C2CCC1(CS(=O)(=O)Nc1ccc(S(=O)(=O)N3CCCC3)cc1)C(=O)C2 (stereo not given)	3%	0%	3%	-7%	18	13%	-16%	-1%	-12%
Cc1ccc2c(c1)CCCN2C(=O)c1ccoc1C	-1%	0%	0%	0%	11	?	-11%	31%	-16%
COc1c(Cl)cc(Cl)cc1CNCCSc1nnnn1C	.	1%	-6%	4%	.	-14%	-7%	2%	-15%
CCc1cc(=O)oc2c(C)c(OCC(=O)NCCCn3ccnc3)ccc12	25%	-7%	5%	1%	-9	23%	-7%	26%	0%
CCOc1ccc(CCNC(=O)Cn2cccc2C(=O)c2ccccc2C)cc1OCC	-1%	-1%	-4%	5%	.	22%	-20%	-3%	-16%
O=C(Nc1ccc(Cl)cc1)c1ccc(S(=O)(=O)N2CCOCC2)cc1	-10%	-2%	-2%	-17%	-4	-11%	-13%	3%	3%
Cc1ccc(CNC(=O)C2CCC(CNc3c(N4CCOCC4)c(=O)c3=O)CC2)cc1 (stereo not given)	-1%	0%	7%	-10%	.	9%	-13%	20%	-5%
COc1ccccc1CNC(=O)CCS(=O)(=O)Cc1ccc(C)cc1	63%[activator]	2%	i	-23%	24	50%[activator]	-12%	-3%	-6%
Cn1c(O)c(N=NC(=O)CNC(=O)c2ccco2)c2ccccc21	19%	4%	-5%	-21%	11	-1%	4%	30%	-7%
Cc1ccsc1CN(C(=O)COc1ccc(Br)cc1)C1CCS(=O)(=O)C1 (stereo not given)	.	-3%	.	0%	-20	12%	.	1%	-6%
O=C(NCCSCc1ccccc1)c1ccc(F)cc1	6%	2%	-4%	-12%	7	2%	-8%	7%	-17%
CCN(CC)CCNC(=O)Nc1ccc2c(c1)N(Cc1ccccc1)C(=O)c1ccccc1S2	.	3%	.	-9%	-19	-5%	.	9%	-10%
Cc1cc(OCCCC(=O)NNC(=O)c2ccncc2)ccc1Cl	11%	-1%	i	9%	0	34%[activator]	-9%	30%	-13%
COc1ccc(CN(C(=O)c2oc3cc(C)ccc3c2C)C2CCS(=O)(=O)C2)cc1OC (stereo not given)	-9%	-3%	i	3%	-7	19%	-25%	5%	?
CCN(c1ccccc1)S(=O)(=O)c1cc(C(=O)NCc2ccco2)ccc1C	-23%	.	i	-14%	-3	?	79µM*	.	.
Brc1cccc(C2CC(c3ccccc3)n3nnnc3N2)c1 (stereo not given)	-4%	-4%	0%	-13%	-15	5%	-23%	?	-16%
Cc1ccccc1NC(=O)CSc1ccc(-c2ccccn2)nn1	23%	2%&-3%	7%&-1%	-3%&7%	-11&-12	9%&20%	-12%&-9%	0%&25%	-10%&-12%

Reprinted at random: 2 entries already listed
SMILES	APE1 inh	BLM helicase inh	PGK inhibitor	Pol kappa inh	RXFP1 antagonist	POLI inh	POLH inh	POLB inh	Apoferritin bind
CC1(C)C2CCC1(CS(=O)(=O)Nc1ccc(S(=O)(=O)N3CCCC3)cc1)C(=O)C2 (stereo not given)	3%	0%	3%	-7%	18	13%	-16%	-1%	-12%
CCOc1ccc(CCNC(=O)Cn2cccc2C(=O)c2ccccc2C)cc1OCC	-1%	-1%	-4%	5%	.	22%	-20%	-3%	-16%

Whole records from above. Screens in order: APE1 inh, BLM helicase inh, PGK inhibitor, Pol kappa inh, RXFP1 antagonist, POLI inh, POLH inh, POLB inh, Apoferritin bind
Listed for COc1c(Cl)cc(Cl)cc1CNCCSc1nnnn1C = ., 1%, -6%, 4%, ., -14%, -7%, 2%, -15%
Listed for CCOc1ccc(CCNC(=O)Cn2cccc2C(=O)c2ccccc2C)cc1OCC = -1%, -1%, -4%, 5%, ., 22%, -20%, -3%, -16%

(continued)
SMILES	APE1 inh	BLM helicase inh	PGK inhibitor	Pol kappa inh	RXFP1 antagonist	POLI inh	POLH inh	POLB inh	Apoferritin bind
Nc1nc(Nc2ccccc2F)nc(NCc2ccccc2)c1[N+](=O)[O-]	-1%	-7%	-2%	-23%	-7	?	-6%	-13%	-20%
CC(CNS(=O)(=O)c1ccccc1)Sc1nncn1C (stereo not given)	-1%	5%	-1%	1%	-2	-11%	-15%	-3%	-4%
O=C(CSCc1ccc(Cl)cc1)Nc1ccc(Br)cc1C(=O)O	0%	-2%	-10%	-6%	-4	24%	-18%	0%	-3%
CCOC(=O)N1CCN(C2=C(NS(=O)(=O)c3ccc(C)cc3)C(=O)c3ccccc3C2=O)CC1	21%	-8%	-8%	-4%	4	?	-9%	10%	?
CCOc1ccccc1NC(=O)c1ccc2c(c1)C(=O)N(CC(C)C)C2=O	5%	-1%	-1%	1%	6	88%[activator]	-16%	?	-1%
Cc1ccc(CNC(=O)CCCn2nc(C)n3c(cc4sccc43)c2=O)cc1	.	-4%	9%	-10%	-6	17%	14%	0%	-4%
CCC(=O)Nc1cccc(C(=O)OC)c1	?	0%	i	1%	-13	?	-12%	4%	-3%
CCc1ccccc1N(CC)C(=O)c1c(C)oc2ncnc(N3CCOCC3)c12	.	2%	1%	-18%	7	-15%	-7%	0%	-6%
CCCCC(=O)Nc1ccc(NC(=O)c2cccnc2)cn1	0%	0%	7%	9%	-6	13%	0%	13%	?
COc1cccc(CNC(=O)c2cccc(S(=O)(=O)N3CCN(Cc4ccccc4)CC3)c2)c1	.	.	-1%	-14%	-3	18%	?	.	.
CCOc1ccc(S(=O)(=O)N2CCN(C(=O)c3oc4ccc(OC)cc4c3C)CC2)cc1	12%	.	-8%	-10%	-2	35%[activator]	-17%	.	.
COc1cc(CCC(=O)OCC(=O)Nc2c(C)cccc2C(C)C)cc(OC)c1OC	1%	2%	1%	-18%	7	-12%	-8%	7%	-14%
NC(=O)c1sc2nc(N3CCCCC3)c3c(c2c1N)CCCC3	-10%	-13%	4%	-12%	6	4%	-5%	9%	?
CCN(CCn1cccn1)C(=O)C1CCC(=O)N(CC2CCCCC2)C1 (stereo not given)	57%[activator]	0%	-7%	-2%	31	29%	-15%	18%	9%
O=C(N/N=C\c1ccc(Br)o1)C1COc2ccccc2O1 (stereo not given)	?	-5%	-13%	-74%	-10	45µM*	45µM*	35µM*	-20%
O=C(C1CCN(c2nnnn2-c2ccccc2)CC1)N1CCN(c2ccccc2)CC1	-4%	-4%	-1%	2%	4	18%	-17%	0%	-4%
Cc1ccc(-c2csc3ncnc(NCCC(=O)O)c23)cc1C	9%	0%	i	-2%	8	16%	-8%	-1%	-3%
O=C(COC(=O)Cc1c(F)cccc1Cl)NC(=O)Nc1ccccc1F	5%	.	3%	-5%	-9	17%	-15%	.	.
Cc1ccc(OCCSc2nc3ccccc3n2CCC(=O)O)cc1C	.	-1%	-27%	-4%	8	-12%	6%	?	-4%
Cc1ccc(C)c(N2CCN(CC(=O)Nc3ccc4[nH]c(=O)[nH]c4c3)CC2)c1	-1%	-3%	-10%	2%	-5	33%[activator]	-13%	2%	-3%
Cc1cc(C)cc(NC(=O)C2CCN(c3nccs3)CC2)c1	-1%	-13%	i	3%	-10	-1%	-14%	11%	-24%
CCC(C)NC(=O)CN1C(=O)c2cccnc2Sc2ccccc21 (stereo not given)	.	1%	i	24%	-9	-7%	11%	15%	-10%
CN(C)S(=O)(=O)c1cc(S(=O)(=O)N(C)C)c(Cl)cc1N	-9%	4%	-2%	-9%	-17	?	-3%	3%	-12%
CC(=O)Nc1sc(C)c(C)c1C(=O)Nc1ccc(C)cc1	2%	-2%	.	-13%	2	-5%	-12%	32%[activator]	-8%
COc1ccccc1N1CCN(C(=O)Cn2ncc3c2-c2cc(C)ccc2OC3)CC1	.	0%	i	8%	.	3%	-4%	-4%	-2%

Additional records:
SMILES	APE1 inh	BLM helicase inh	PGK inhibitor	Pol kappa inh	RXFP1 antagonist	POLI inh	POLH inh	POLB inh	Apoferritin bind
CCOc1cc(CNc2ccccc2SC)ccc1O	1%	-4%	.	.	.	.	.	-11%	4%
COc1ccc(CNC(=O)c2cc3cccc(OC)c3oc2=N)cc1	23%	-7%	-11%	-7%	-2	15%	-12%	17%	-9%
CSCC[C@H](NC(=O)N1CCn2c1nc1ccccc12)C(=O)N1CCCCC1	-1%	-2%	-1%	-17%	-5	7%	-21%	2%	-2%
CC(=O)Nc1cccc(NC(=O)CSc2nnnn2C(C)C)c1	-1%	-3%	-3%	1%	4	24%	4%	0%	8%
CN(C)c1nc(N)nc(-c2nc3ccccc3s2)n1	-2%	-1%	.	-8%	1	7%	-3%	9%	-3%
Cc1cc(CNC(=O)CC2C(=O)NCCN2CC(c2ccccc2)c2ccccc2)on1 (stereo not given)	16%	-3%	-1%	-16%	-7	13%	-12%	24%	-9%
COc1ccc(NS(=O)(=O)c2cc(NC(=O)CCc3ccccc3)ccc2N2CCOCC2)cc1	.	.	-6%	-5%	1	11%	-22%	.	.
Cn1cc(S(=O)(=O)N2CCCC2)cc1C(=O)NCc1ccc(F)cc1	1%	-1%	9%	-13%	1	-4%	-10%	3%	-10%

From PubChem

A portion of the library; rates above refer to the full screens.
